Screens: PubChem, National Center for Advancing Translational Sciences (NCATS)
4MU fluor: compounds fluorescent in 4-MU spectral region; hit rate 11% among 59,000; AID 589; max dye-equivalent concentration, M; compound autofluorescence, 340/450 nm, 4-MU equivalents; active compounds read high; in the data active = max dye-equivalent concentration above about 10 nM; inconclusive = mostly about 1.1 nM to 9.6 nM
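Compounds in 100 mM Tris, pH 8.0, sat 15 min at room temperature before fluorescence was read at 340 nm excitation/450 nm emission; a per-plate six-point 4-MU standard curve converted signals to dye-equivalent concentration at each compound concentration.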
HEK293 cAMP ctrl: counter-screen for TSHR agonists: cAMP increase in parental HEK293; parental HEK293 CNG cAMP sensor, membrane potential fluorescence; Potency, µM (titrated, usually from 57.1 µM), inactives show at the top dose activation, hits mostly activators; hit rate 2.5% among 73,000; AID 938; note: potency is the fitted concentration of half-maximal effect; % of control where 0% means no effect; nearly all actives have a fitted effect of over 55% in size
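Counterscreen for endogenous-receptor signalling: CNG-channel HEK 293 cells report cAMP rise by membrane depolarization. After 60 min dye equilibration with 100 uM RO 20-1724, compounds incubated 30 min before bottom-read fluorescence at 590 nm.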
Casp1 inh: blocks human caspase-1 allosterically or competitively | P29466 | Caspase-1 enzyme, Ac-WEHD-AFC fluorogenic rate | Potency, µM (doses to about 57.5 µM), without a hit: at the top dose activity change, negative = inhibition, actives largely listed as inhibitors | hit rate 0.03% among 75,000 | AID 900;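 note: potency is the fitted concentration of half-maximal effect; plate controls were vehicle for no effect and no substrate for full effect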
Target sequence (P29466 120-297 limits assumed): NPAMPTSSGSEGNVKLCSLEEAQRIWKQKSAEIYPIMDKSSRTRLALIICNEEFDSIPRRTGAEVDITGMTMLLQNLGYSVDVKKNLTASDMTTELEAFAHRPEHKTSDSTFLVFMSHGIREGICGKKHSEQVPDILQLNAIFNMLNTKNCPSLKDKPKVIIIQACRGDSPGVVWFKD
Target sequence (P29466 317-404 limits assumed): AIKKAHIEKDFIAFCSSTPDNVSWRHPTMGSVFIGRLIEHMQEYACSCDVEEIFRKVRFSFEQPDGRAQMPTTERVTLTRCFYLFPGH
BRCT PPI red: disrupts BRCA1 BRCT binding to phosphoprotein, red fluorophore readout; Potency, µM (doses to about 76.9 µM), inactives show top-dose activity change, negative = inhibition, usual class: inhibitors; hit rate 0.03% among 75,000; P38398; BRCT-phosphopeptide binding, red fluorescence polarization; note: % is set by controls: 0 for no effect and ±100 for the full control effect
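Rhodamine-labelled pBACH1 10-mer (100 nM) bound to BRCT domain (100 nM) at pH 7.3; compounds incubated 12 min room temperature, polarization read. Free peptide defines full inhibition; unlabelled decapeptide titrated as control.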
Casp7 inh: allosteric or competitive inhibitors of human caspase-7; recombinant caspase-7, Ac-DEVD-AFC fluorescence rate; Potency, µM (doses to about 57.5 µM), for inactives: at the highest dose activity change, negative = inhibition, actives largely listed as inhibitors; hit rate 0.02% among 75,000; AID 889; active = well fitted inhibition curve with a large enough effect in the main read-out, with a control signal flat, not every such curve was filed as active; inconclusive = small, poorly fitted or top-dose-only effect, or a change in a side signal; note: potency is the fitted concentration of half-maximal effect; % of control where 0% means no effect
Target sequence (P55210 24-198 limits assumed): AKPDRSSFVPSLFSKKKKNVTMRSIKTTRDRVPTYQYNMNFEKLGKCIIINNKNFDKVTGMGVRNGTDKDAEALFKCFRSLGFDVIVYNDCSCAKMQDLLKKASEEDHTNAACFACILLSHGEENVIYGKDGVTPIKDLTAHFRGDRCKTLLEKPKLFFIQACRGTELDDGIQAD
Target sequence (P55210 207-303 limits assumed): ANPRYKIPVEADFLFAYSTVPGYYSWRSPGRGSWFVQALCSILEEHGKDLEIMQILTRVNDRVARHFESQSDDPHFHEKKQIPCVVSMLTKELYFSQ
Ub-GFP proteasome: ubiquitin-GFP accumulation via proteasome inhibition; 67,000 tested, under 10 active; Ubiquitin-GFP reporter cells, proteasome inhibition, GFP fluorescence; response scale: untreated = 0%, 10 µM MG-132 = 100%; Potency, µM (series often up to 45.9 µM), for the others: at the top dose activation (GFP accumulation), hits mostly activators; active = well fitted activation curve with a large enough effect, not every such curve was filed as active; inconclusive = small, poorly fitted or top-dose-only effect, or another doubt; inactive = no such curve, though single readings can be large or run the other way; note: potency is the fitted concentration of half-maximal effect
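U2OS Ub(G76V)-GFP reporter; O/N plating, 0.5% FBS; cpd 46 uM–2.9 nM, 4 h, 37 °C; GFP+ cell count, 488/515 nm; norm. to basal vs 10 uM MG-132; CRC fit.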
A350 fluor: compounds fluorescent in Alexa 350 spectral region; Compound autofluorescence, 340/450 nm, Alexa 350 dye-equivalents; active compounds read high; max dye-equivalent concentration, M; hit rate 11% among 59,000; AID 590; in the data active = max dye-equivalent concentration above about 10 nM; inconclusive = mostly about 1.1 nM to 9.6 nM
GFP derepression: derepresses silenced GFP locus in mouse C127i cells | Potency, µM (top dose mostly 46.1 µM), without a hit: top-dose GFP derepression (activation) | AID 597 | hit rate 0.09% among 68,000 | mouse C127i GFP locus derepression, cytometry, 30 h; note: % of control where 0% means no effect
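Derepression screen: silenced CMV-GFP reporter in murine C127i cells, 30 h compound incubation at 37 C, washed cells imaged by laser-scanning cytometer to enumerate GFP-expressing objects of 20 to 120 um.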
Fluorescein autfl: compound fluoresces in the fluorescein spectral region; max fluorescein-equivalent concentration, M; AID 593; hit rate 0.91% among 59,000; Compound autofluorescence, 480/540 nm, fluorescein-equivalent; active compounds read high; in the data active = max fluorescein-equivalent concentration above about 10 nM; inconclusive = between about 1.1 nM and that limit
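Spectral profiling of library compounds in the fluorescein window (480 nm excitation, 540 nm emission) after 15 min at room temperature in pH 8.0 Tris (100 mM). Values are dye-equivalent concentrations.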
BRCT inh green: inhibitors of human BRCA1 BRCT-phosphoprotein interaction (green fluorophore); P38398; BRCA1 BRCT-phosphopeptide binding, green fluorescence polarization; Potency, µM (top dose mostly 76.9 µM), for inactives: at the highest dose activity change, negative = inhibition, usual class: inhibitors; hit rate 0.05% among 75,000; AID 875;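 note: potency is the fitted concentration of half-maximal effect; plate controls were peptide without protein for full effect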
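Compounds were incubated for 12 min at room temperature with a complex of 100 nM fluorescein-tagged pBACH1 decapeptide and 250 nM His-tagged BRCT protein. Buffer was phosphate pH 7.3 with EDTA, DTT and Tween 20. Disruption of binding lowers the polarization signal.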
USP2a inh: inhibitors of human ubiquitin-specific protease USP2a; AID 927; USP2a enzymatic assay, qHTS inhibition; hit rate 0.1% among 60,000; Potency, µM (titrated, usually from 38.3 µM), without a hit: at the top dose activity change, negative = inhibition, most hits filed as inhibitors;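 note: potency is the fitted concentration of half-maximal effect; nearly all actives have a fitted effect of over 60% in size; plate controls were DMSO for no effect and NEM full inhibition control for full effect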
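Coupled readout: USP2-cleaved Ub-PLA2 (20nM final) turns over NBD C6-HPC (20uM final), Ex 460nm/Em 535nm after 2.5 h, time-zero read flagging artifacts. Enzyme (20nM final, pH 8.0 Tris) given 30 min RT with compound first; NEM defines full inhibition.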
An asterisk follows results filed as active; i = inactive; ? = inconclusive; · = no result given; & = joins results of further samples; [ ] = another dose, or the depositor's remark. Unless noted, calls come from the whole dose curve; as a rule, active = well fitted curve in the direction sought with a large enough effect; inconclusive = small, poorly fitted or top-dose-only effect, or another doubt; inactive = no such curve, though single readings can be large; an effect the other way counts as inactive or inconclusive. This is a subset, so the mix of outcomes need not match the whole.

SMILES	4MU fluor	HEK293 cAMP ctrl	Casp1 inh	BRCT PPI red	Casp7 inh	Ub-GFP proteasome	A350 fluor	GFP derepression	Fluorescein autfl	BRCT inh green	USP2a inh
COc1ccccc1CNc1ncncc1-c1ccccc1C(F)(F)F	i	?	-2.7%	-0.8%	-6.2%	-3.3%	i	-2.9%[9.22 µM]	?	-2.1%	6.3%
C(=Nc1cnc2ccccc2c1)c1ccc2ccccc2n1	1.64e-07M*	8.1%[11.4 µM]	2.0%[11.5 µM]	0.2%[15.4 µM]	0.2%[11.5 µM]	0.0%[9.17 µM]	1.81e-07M*	3.4%[9.22 µM]	i	-0.6%[15.4 µM]	·
COc1ccc(NC(=O)N(C2CCCCC2)C(C)c2cccnc2)c(OC)c1 (stereo not drawn)	i	13.6%	1.7%	0.4%	0.7%	-10.8%	i	0.0%	i	1.2%	6.3%
Cc1cccc(NC(=O)COc2ccc(Br)cc2)n1	·	12.3%	0.1%	1.2%	-3.6%	-9.2%	·	8.7%	·	-0.8%	2.7%
COc1cc(C)nc(N2CCCC(C(=O)Nc3cccc(Cl)c3Cl)C2)n1 (stereo not drawn)	i	?	-0.2%	-0.3%	-0.2%	-2.3%	i	-2.3%	i	-1.2%	1.4%
CCOc1ccc(NC(=O)CN2CCN(CC(=O)Nc3ccc(F)cc3)CC2)cc1	·	-23.9%	-3.7%	-2.3%	-0.4%	·	·	·	·	-1.6%	·
O=C(CN1C(=O)NC2(CCCC2)C1=O)Nc1cccc(-c2nnc3n2CCCCC3)c1	i	?	-1.2%	0.9%	-0.7%	1.2%	?	2.2%	i	0.3%	3.3%
Cc1ccc(Cn2ccc(NC(=O)c3cc(-c4ccc5c(c4)OCO5)on3)n2)cc1	?	-2.1%	0.9%	-0.6%	0.4%	-9.3%	?	4.2%	i	5.3%	7.1%
Cc1ccccc1NS(=O)(=O)c1ccc2[nH]cc(C(=O)NCCCN3CCOCC3)c(=O)c2c1	i	6.5%	-2.5%	-3.8%	2.2%	0.9%	?	2.2%	i	-0.8%	25.2%
Cc1ccc(Cl)cc1N1CCN(C(=O)C2CCN(S(=O)(=O)c3cnc[nH]3)CC2)CC1	i	1.2%	-0.2%	-3.6%	-0.7%	-14.5%	i	1.3%	i	-2.1%	41.3%[activator]
Cc1cccc(-c2nnc(SCc3cc(=O)[nH]c4ccccc34)n2C)c1	i	9.0%	-2.7%	2.3%	1.5%	0.9%	i	-2.2%	?	1.2%	1.5%
C[C@H]1NC(=O)NC1=O	i	?	-1.8%&0.2%[25.7 µM]	0.0%&1.4%[34.4 µM]	-1.8%&-1.9%[25.7 µM]	6.4%&1.9%[20.5 µM]	i	0.0%&-0.6%[20.6 µM]	?	-0.2%&-0.1%[34.4 µM]	-0.5%&-9.4%[17.1 µM]
Cn1c2ccccc2c2c(C(=O)N3CCN(c4ccccn4)CC3)cn(C3CCCC3)c(=O)c21	5.07e-08M*	6.7%	-3.1%	-1.0%	-2.7%	1.2%	4.83e-08M*	1.0%	i	-2.9%	23.6%
CN1c2cc3c(cc2N=C(c2ccc(C(=O)O)cc2)c2ccccc21)C(C)(C)CCC3(C)C	·	?	-6.9%	-0.1%	-13.8%	·	·	·	·	-2.3%	·
CCN(c1ccccc1)S(=O)(=O)c1ccc(F)cc1C	i	?	-1.9%	-0.8%	-2.3%	-2.4%	i	0.8%	i	-0.6%	-3.6%
COCCn1nnnc1C(c1ccccn1)N1CCN(c2cc(C)ccc2C)CC1 (stereo not drawn)	i	?	2.0%	0.5%	5.1%	0.0%	i	-2.5%	?	-2.3%	4.5%
CCOC(=O)N1CCN(C(=O)C2CC(c3ccccc3OC)=NO2)CC1 (stereo not drawn)	i	5.2%	-0.6%	-0.3%	1.1%	12.5%	i	0.1%	i	-0.8%	6.3%
CCOc1cc(/C=N/NC(=O)c2cc(-c3cccc(OC)c3)n[nH]2)ccc1O	·	-9.9%	-5.3%	0.5%	-0.6%	·	·	·	·	1.3%	·
COC(=O)[C@@H](NC(=O)Nc1ccc(C(C)=O)cc1)C(C)C	i	-2.9%	-0.5%	1.2%	0.7%	0.2%	i	-2.0%	?	-0.9%	10.6%
O=C(O)CC(CC(=O)O)n1cccc1	i	-1.4%[11.4 µM]	-0.7%[11.5 µM]	-1.0%[15.4 µM]	-0.3%[11.5 µM]	-5.4%[9.17 µM]	i	0.0%[9.22 µM]	?	-0.7%[15.4 µM]	·
Cc1cc(N=Cc2c(CO)cnc(C)c2O)c(N=Cc2c(CO)cnc(C)c2O)cc1C.[Zn]	?	-2.2%[11.4 µM]	-1.5%[11.5 µM]	-1.7%[15.4 µM]	-7.4%[11.5 µM]	-2.2%[9.17 µM]	?	6.9%[9.22 µM]	?	0.3%[15.4 µM]	·
COc1ccc(N2CCN(C(=O)c3cn(C4CCCC4)c(=O)c4c3c3ccccc3n4C)CC2)cc1	?	-8.6%	-5.1%	-4.4%	-4.3%	-4.6%	?	-1.1%	?	-1.3%	29.7%
CCCCn1c(=O)c2c(c3ccccc31)OCC(=O)N2	i	24.1%	2.9%	-0.7%	0.5%	·	i	-2.1%	?	-1.8%	5.5%
CCOC(=O)c1cc(NC(=O)NCc2ccco2)c(C)nc1C	i	-6.9%[2.29 µM]	0.7%	0.6%	-0.9%	5.0%	i	0.0%	i	-0.5%	-0.1%
O=C(Nc1ccc2snnc2c1)N1CCOCC1	i	1.0%	-2.4%	-0.4%	1.2%	6.2%	i	-3.2%	i	0.7%	-8.5%
CCCn1c(-c2ccc(F)cc2)nc2c(NCCCN(CCO)CCO)nc(C)nc21	·	27.2%	0.7%	-1.1%	-2.1%	-3.6%	·	·	·	-0.2%	·
OC(C#CCN1CCOCC1)c1cccs1 (stereo not drawn)	·	1.7%	-1.0%	0.9%	-0.3%	2.1%	·	-2.2%	·	-0.9%	-3.0%
Cc1ccc(/C(C#N)=C\c2cn(C)c3ccccc23)cc1	i	11.6%	-6.2%	-0.7%	-7.5%	-4.0%	i	-1.7%	i	0.0%	-13.6%
CCS(=O)c1ccccc1C(=O)O (stereo not drawn)	i	11.2%	-3.2%	1.2%	0.1%	-5.4%	i	0.0%	?	-5.3%	3.1%
Cc1cc(C(C)(C)C)oc1C(=O)Nc1ccc(CC(=O)O)cc1	·	1.4%	-3.2%	-0.9%	0.4%	16.7%	·	0.8%	·	-3.9%	-9.8%
CC(=O)N1CCc2[nH]c3ccccc3c2C1	?	5.5%	-9.9%	-0.6%	-8.1%	2.6%	?	-1.2%	i	-3.5%	-1.1%
COc1ccc(C(CC(=O)O)NC(=O)c2cccs2)cc1 (stereo not drawn)	i	5.8%	0.4%	-0.5%	-0.3%	-1.7%	i	0.0%	?	-5.8%	-0.9%
CCN1C(=O)[C@H]2[C@H]3[C@H](O)[C@H](O)C/C(=N/O[C@@H](C)c4cc(-c5c(C)cc(C)cc5C)no4)[C@@H]3CC[C@@H]2C1=O	·	-0.7%[11.4 µM]	-0.1%[11.5 µM]	0.5%[15.4 µM]	-0.1%[11.5 µM]	·	·	·	·	-0.1%[15.4 µM]	·
COc1cc(CCC(=O)Nc2cc(Cl)ccc2N2CCN(C)CC2)cc(OC)c1OC	i	-0.9%	0.9%	0.5%	-0.9%	0.8%	i	1.1%	?	-3.0%	20.2%
CC(=O)OC1CC2C(C)(C)C(=O)C=C[C@]2(C)C2CC[C@@]3(C)C(c4ccoc4)OC(=O)C4O[C@@]43[C@]12C (stereo partly drawn)	·	·	-2.4%	0.3%	-3.7%	·	·	·	·	-1.5%[3.08 µM]	27.0%
CC(=O)c1c(C)nc2ccccn12	i	-3.6%	1.8%	-1.6%	0.3%	6.8%	i	6.3%	i	0.2%	1.6%
O=C(Nc1cnn(Cc2ccc(Cl)c(Cl)c2)c1)c1nc2ncccn2n1	i	-8.4%	-0.9%	0.1%	0.4%	-0.5%	i	0.0%	i	1.1%	15.8%
CCN(CC)CCOC(=O)c1c(C)oc2ccc(OC)cc12	i	?	0.7%	-0.5%	-0.4%	1.8%	i	0.0%	i	1.8%	26.9%
CN(C)S(=O)(=O)c1ccc2c(c1)nc(CCC(=O)NCC1CCCCC1)n2C	i	?	1.1%	0.6%	0.9%	-2.0%	i	-1.3%	?	1.5%	5.5%
CCCc1[nH]nc2c1C(c1ccncc1)C(C#N)=C(N)O2 (stereo not drawn)	i	1.0%	1.6%	-0.1%	-0.3%	2.7%	i	-2.2%	i	-3.2%	-5.1%
CCCSc1nnc2c(n1)OC(c1cccn1C)N(C(C)=O)c1ccccc1-2 (stereo not drawn)	·	-5.4%	-1.4%	-0.5%	0.9%	·	·	·	·	-6.5%	·
